Assay outcomes from PubChem.
PHOSPHO1 inh: PubChem AID 1565; 290,000 tested, 1.1% active; inhibition, % at 13.3 µM; recombinant PHOSPHO1, absorbance phosphatase assay; Phosphoethanolamine/phosphocholine phosphatase (Homo sapiens), Q8TCT1; in the data active = inhibition above about 60%
Target sequence (Q8TCT1 whole entry, looked up): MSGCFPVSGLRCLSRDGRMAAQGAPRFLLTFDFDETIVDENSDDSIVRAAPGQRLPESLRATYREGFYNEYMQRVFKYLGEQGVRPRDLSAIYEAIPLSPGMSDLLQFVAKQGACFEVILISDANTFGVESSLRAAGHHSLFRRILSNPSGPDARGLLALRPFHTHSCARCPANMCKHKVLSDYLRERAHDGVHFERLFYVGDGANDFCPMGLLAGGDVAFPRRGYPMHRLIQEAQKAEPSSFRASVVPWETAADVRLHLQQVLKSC
GalR3 antag: GalR3 antagonists in HEK293 cells, primary screen, cell-based, fluorescence readout | Galanin receptor type 3 (Homo sapiens), O60755 | HEK293 GalR3-CNG cAMP membrane potential fluorescence; galR3 body fused to GalR1 C-terminus | inhibition, % at 3 µM | 360,000 tested, 0.44% active | AID 651719, 2012;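 active = inhibition above the screen-wide average plus 3 SD, cut at about 13% in these data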;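 note: forskolin and galanin both at EC90 stimulate the cells; cAMP rise reported by CNG channel membrane potential dye signal; 0% = forskolin plus galanin with DMSO and 100% = forskolin alone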
Target sequence (O60755 1-299 limits assumed): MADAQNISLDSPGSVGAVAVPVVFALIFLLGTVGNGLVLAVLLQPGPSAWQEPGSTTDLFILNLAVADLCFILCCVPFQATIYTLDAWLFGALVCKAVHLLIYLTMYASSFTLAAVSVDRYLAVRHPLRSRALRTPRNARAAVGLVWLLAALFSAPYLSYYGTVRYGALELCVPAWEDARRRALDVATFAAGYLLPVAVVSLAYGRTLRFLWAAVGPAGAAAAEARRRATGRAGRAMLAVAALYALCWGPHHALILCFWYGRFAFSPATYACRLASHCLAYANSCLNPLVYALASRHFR
FID counter: compounds displacing fluorescent DNA intercalator, primary screen, artefact control for HCV NS3 helicase inhibitor project, biochemical, FID fluorescence | DNA fluorescent intercalator displacement | inhibition, % at 7.9 µM | 290,000 tested, 0.17% active | AID 1845, 2009; in the data active = inhibition above about 37%;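 note: 0% = vehicle and 100% = reference compound; higher means more ethidium bromide displaced from hairpin DNA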
HCV NS3 hel inh: inhibitors of HCV NS3 helicase, primary screen, biochemical, Cy5 molecular beacon fluorescence | 290,000 tested, 0.56% active | AID 1800, 2009 | Hepatitis C virus NS3 helicase | NS3 helicase DNA unwinding | inhibition, % at 10.9 µM;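 active = inhibition above the mean of all tested compounds plus 3 SD, set per campaign, cut at about 35% in these data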;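 note: 0% = DMSO wells and 100% = thioflavine S control wells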
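Control set: DMSO versus 110 µM thioflavine S; Material: NS3 helicase fragment of HCV; Measured by: Cy5 fluorescence at 0 and 60 min, beacon hairpin quenching; Read-out basis: percent inhibition from t60/t0 fluorescence ratio; Times: reaction time 60 min, 25 °C; Repeats: single replicate; Compound dosing: single dose, 10.9 µM nominal final, DMSO 0.8% final.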
GPR7 antag: GPR7 receptor antagonists, primary screen, cell-based, fluorescence, single concentration | Neuropeptides B/W receptor type 1 (Homo sapiens), P48145 | GPR7-expressing cells, fluorescence antagonist assay | inhibition, % at 4.4 µM | 290,000 tested, 1.1% active | AID 1861, 2009; in the data active = inhibition above about 16%, passing the limit was not always enough;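 note: cells stimulated with the agonist NPW; 0% = agonist with vehicle and 100% = vehicle without agonist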
Target sequence (P48145 whole entry, looked up): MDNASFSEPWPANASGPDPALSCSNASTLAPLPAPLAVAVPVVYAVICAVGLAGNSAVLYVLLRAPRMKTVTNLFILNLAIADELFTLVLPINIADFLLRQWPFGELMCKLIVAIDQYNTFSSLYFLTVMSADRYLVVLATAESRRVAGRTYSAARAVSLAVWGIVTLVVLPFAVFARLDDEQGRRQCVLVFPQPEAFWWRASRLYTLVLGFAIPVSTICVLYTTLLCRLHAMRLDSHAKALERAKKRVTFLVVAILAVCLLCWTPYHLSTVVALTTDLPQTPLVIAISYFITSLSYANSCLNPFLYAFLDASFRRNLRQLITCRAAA
OXTR agonist: human OXTR agonists, primary screen, fluorescence, CHO-OTR cells, Fluo-8 calcium; Oxytocin receptor (Homo sapiens), P30559; 320,000 tested, 0.32% active; activation, % at 3 µM; Fluo-8 calcium fluorescence; normalized: DMSO 0%, oxytocin 100%;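 active = activation above the mean of all tested compounds plus 3 SD, cutoff set per screening run, cut at about 20% in these data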;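 note: peak over basal fluorescence ratio from a 100 s FLIPR kinetic read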
VIM-2 inhibitor: VIM-2 metallo-beta-lactamase inhibitors, primary screen, biochemical, epi-absorbance readout, Pseudomonas aeruginosa enzyme; purified VIM-2, nitrocefin hydrolysis, epi-absorbance fluorescence; inhibition, % at 5.6 µM; 290,000 tested, 0.89% active; AID 1527, 2009;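 active = inhibition above the mean of all tested compounds plus 3 SD, cutoff set per screening run, cut at about 7.5% in these data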;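 note: red hydrolysis product quenches plate fluorescence so inhibitors raise well fluorescence; 0% = enzyme with DMSO and 100% = DMSO without enzyme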
V1aR counter: agonists of human V1a receptor, primary screen, counter-screen for OXTR agonist project, fluorescence, CHO-V1R cells. activation, % at 3 µM. Fluo-8 calcium fluorescence, agonist mode; 0% DMSO, 100% 3 nM vasopressin. 320,000 tested, 0.25% active. Vasopressin V1a receptor (Homo sapiens), P37288. AID 2797, 2010;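 active = activation above the mean activation of all tested compounds plus 3 SD, per screening run, cut at about 20% in these data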;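 note: signal is peak over basal fluorescence ratio across a 100 second FLIPR read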
IMP-1 inhibitor: IMP-1 metallo-beta-lactamase inhibitors, primary screen, biochemical, epi-absorbance readout, Pseudomonas aeruginosa enzyme | AID 1556, 2009 | purified IMP-1, nitrocefin hydrolysis, epi-absorbance fluorescence | metallo-beta-lactamase IMP-1 (Pseudomonas aeruginosa) | inhibition, % at 5.6 µM | 290,000 tested, 0.45% active;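 active = inhibition above the mean plus 3 SD of all compounds in the same screening run, cut at about 4.5% in these data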;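 note: 0% = IMP-1 with DMSO and 100% = DMSO wells lacking enzyme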
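System: Purified IMP-1 | Read-out basis: Percent enzyme inhibition | Controls: IMP-1 with DMSO as 0%, enzyme-free DMSO as 100% | Replicates: One well per compound | Doses: 5.6 µM nominal single concentration | Detection: Epi-absorbance fluorescence, 480 nm excitation, 530 nm emission | Incubation: 25 °C, 15 min preincubation, 25 min reaction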
* marks the source's active call; other numbers are inactive results; . = no result given.

SMILES	PHOSPHO1 inh	GalR3 antag	FID counter	HCV NS3 hel inh	GPR7 antag	OXTR agonist	VIM-2 inhibitor	V1aR counter	IMP-1 inhibitor
COc1cc(CNc2ncn[nH]2)cc(Br)c1OC	-7.5	-5.3	-3.4	1.4	-10.7	-0.2	-2.9	0.4	-2.9
Cc1cccc(/C=C2\CCC(C3CCCC3)C2=O)c1 (stereo unspecified)	-9.7	-0.7	-9.3	2.0	-5.3	-1.4	-6.7	-0.1	-2.5
COCCCN(Cc1ccco1)C(=O)c1cc2c(s1)-c1ccc(Cl)cc1S(=O)(=O)C2	29.3	2.8	-39.5	2.1	-11.3	3.5	-1.6	5.0	-1.5
CCn1cc(C(=O)NCc2ccco2)c2cc(OC)c(OC)cc2c1=O	-55.3	3.2	-11.0	0.4	-19.6	0.4	-1.4	-0.2	-2.7
COC(=O)C1=C(C)NC(C)=C(C(=O)OCC2CCCO2)C1c1cccc(Cl)c1 (stereo unspecified)	13.7	0.7	-40.3	-12.9	-9.1	-1.9	-3.5	0.3	-1.2
O=C1CN(C(=O)c2ccc(Br)o2)C(c2ccccc2)c2cc(Cl)ccc2N1 (stereo unspecified)	-15.4	-2.0	-32.6	-0.1	-7.4	-0.6	-5.3	-0.6	-3.4
FC(F)(F)c1ccc(-n2cnc3ccccc32)nc1	18.9	-11.1	-11.2	3.6	2.6	-1.3	0.4	0.0	-3.1
Nc1nc(C2CC(=O)OC23CCCCC3)cs1 (stereo unspecified)	-3.3	-2.1	-2.5	11.3	-7.6	1.6	-3.7	1.5	-1.4
N#C/C(=C\c1ccc(O)c(O)c1)S(=O)(=O)c1ccccc1	-10.9	-2.2	-11.9	37.6*	11.7	0.8	-5.4	0.1	-3.8
Clc1ccc2oc3c(Cl)ncnc3c2c1	-7.8	-1.5	3.7	-11.6	-3.2	-1.2	-4.2	-0.1	-2.2
CCN(CC)c1nc2c(c(=O)[nH]c(=O)n2C)n1CCOc1ccccc1	13.0	-4.5	-16.9	-6.8	-8.1	-0.8	0.5	0.3	-2.5
COc1cc(CNCCSc2nnnn2C)cc(Br)c1OCc1ccc(F)cc1	-29.2	-7.8	17.1	-18.1	8.4	6.1	-4.0	0.5	-1.4
O=C(NCc1nnc(SCC(=O)N2CCN(c3ccccc3)CC2)o1)c1ccco1	2.5	3.6	-9.5	3.6	-1.2	0.1	-0.6	1.4	-0.8
Cc1cc(C(=O)CS(=O)(=O)c2ccc(Cl)cc2)cc(C)c1O	23.9	-7.5	-5.6	7.6	-25.5	4.0	0.2	8.2	-3.9
CCOC(=O)c1ccc2cccc(C)n2c1=O	8.2	.	-0.3	7.8	-3.7	-0.9	-0.8	-0.8	0.4
COC(=O)c1ccccc1NC(=O)CSc1nnnn1C	-3.5	-3.8	-0.2	0.5	-6.7	-1.0	-2.7	0.0	-2.9
Cc1ccc(SCC(=O)NCc2ccco2)cc1	-8.3	-0.2	-5.5	-2.3	5.0	-1.1	-2.0	-0.7	-1.5
Cc1ccc(S(=O)(=O)N2CCN(c3nc4ccccc4nc3-n3nc(C)cc3C)CC2)cc1	-3.7	-3.0	-7.7	-2.1	15.3	-1.5	-2.4	0.3	-2.4
Cc1ccccc1C(=O)OC(C)CN1CCN(C)CC1 (stereo unspecified)	-5.1	5.0	2.9	-0.7	-3.5	0.8	-1.3	0.1	0.1
CCCCCC(=O)Nc1cccc(C2=NOC3(C2)C[C@@H](C(N)=O)N(C(=O)Cc2ccc([N+](=O)[O-])cc2)C3)c1 (stereo partly specified)	13.3	-2.7	.	.	.	-1.2	.	-0.3	.
CN(C)CCCCCN(C)Cc1cc2ccccc2o1	37.9	-4.8	16.2	-11.7	-5.7	0.8	-0.2	1.1	-3.0
COc1ccc(C(=O)NCc2nnc(SCC(=O)Nc3cccc(F)c3)o2)cc1	9.4	6.8	-5.2	-2.3	1.1	-0.5	-1.2	0.1	-1.0
Brc1cccc(OCCOCCn2ccnc2)c1	17.1	-0.9	9.4	-14.2	20.9	-0.2	-0.8	0.6	0.9
CCOC(=O)N1CCC(N(C(=O)Nc2ccccc2)C(C)CC)CC1 (stereo unspecified)	45.0	-0.5	4.7	10.0	2.4	0.3	-1.1	1.5	-3.4
CC(NS(=O)(=O)c1ccc(Br)s1)c1ccccc1 (stereo unspecified)	37.3	-13.6	-12.0	5.0	-2.0	-1.9	-0.5	-1.5	-4.4
COc1cc(NC(=O)COC(=O)CCOc2ccc(C)cc2)cc(OC)c1	31.3	-3.7	-17.9	-12.4	-19.0	-0.7	-5.1	-0.3	-1.6
CCOCCCNC(=O)C(c1ccc(C)cc1)N(Cc1cccs1)C(=O)c1ccccn1 (stereo unspecified)	20.2	0.1	-34.2	5.0	-15.2	-0.9	-0.6	-0.1	-2.8
COc1cc(C(=O)Nc2ccc(NC(=O)c3cccc(Cl)c3)nc2)cc(OC)c1OC	-6.0	-8.7	-20.1	-28.7	-4.9	.	-3.0	.	-4.0
CCOC(=O)c1c(NC(=O)C[n+]2ccc(N(C)C)cc2)sc(C)c1C	-2.7	-5.0	11.3	3.3	-11.3	0.3	1.6	0.7	-1.8
O=C(O)c1cc(S(=O)(=O)Nc2ccc3oc(=O)sc3c2)ccc1O	63.2*	0.7	-24.4	20.3	-2.5	-1.7	-1.6	1.2	0.3
COc1ccc(-c2nn(-c3ccccc3)cc2/C=C2/SC(=S)N(Cc3ccco3)C2=O)c(C)c1	32.9	-3.7	1.7	21.7	-5.3	-0.1	-1.2	-0.6	-1.5
O=[N+]([O-])c1cccc(-c2ccc(C(=S)N3CCOCC3)o2)c1	11.9	1.3	2.3	18.1	2.3	-1.8	1.6	-0.5	-1.9
O=C1NCCCC1C(=O)N1CCCCC1 (stereo unspecified)	-22.7	-7.2	2.4	1.9	-0.6	0.5	1.3	-0.3	0.5
CCOC(=O)N1CCN(S(=O)(=O)c2ccc(C(=O)N(CCN(C)C)c3nc4ccc(CC)cc4s3)cc2)CC1	47.7	-3.1	7.6	-5.1	-1.6	-0.2	-1.8	1.7	-0.5
Cc1ccc(Nc2nc(N)nc(CN3CCN(Cc4ccccc4)CC3)n2)cc1Cl	28.5	-7.0	0.4	-60.4	-11.8	-1.1	-2.0	-0.8	-1.7
Cc1cc(C)c2c(n1)nn1c(-n3ccnc3)cc(C)nc21	3.6	-0.7	-12.6	2.0	-14.2	.	5.5	.	0.3
CS(=O)(=O)N(CC(=O)Nc1ccc(S(=O)(=O)N2CCOCC2)cc1)c1ccccc1Br	26.0	-2.1	-11.2	5.0	0.4	1.4	0.0	1.5	-1.7
O=C(NNS(=O)(=O)c1ccc2ccccc2c1)c1cccs1	5.8	-13.6	-5.8	0.9	-5.3	3.7	-2.3	8.6	-1.7
COc1ccc(OCc2cc(C(=O)NC(C)c3cnn(C)c3)no2)c(Cl)c1 (stereo unspecified)	45.3	-8.5	-29.5	-3.3	-1.4	0.1	-1.9	1.8	-3.0
O=S(=O)(Nc1cnc2ccccc2c1)N1CCCCCC1	-12.2	-3.8	-21.6	20.0	-8.4	4.1	-2.5	3.5	-4.4
COc1ccc(OCCN2C(=O)c3ccccc3C2=O)cc1	36.5	-1.9	2.2	-12.7	7.5	-1.7	0.9	0.6	-2.2
Cn1/c(=N\NC(=O)C2CCCCC2)sc2ccccc21	11.2	-7.0	-3.4	11.1	-15.1	0.9	-2.7	-0.6	-3.0
CCCc1[nH][nH]c(=O)c1C(c1cccc(Cl)c1)C(C#N)C#N (stereo unspecified)	13.8	-3.0	-3.9	2.9	-5.9	1.2	2.5	-0.4	-7.5
COc1ccc(NC(=O)C(=O)c2cn(CC(=O)N3CCCC3)c3ccccc23)c(OC)c1	42.7	-3.7	-7.0	-3.7	-5.4	0.3	-1.4	2.0	0.6
CC1CCCCN1C(=O)CSc1nc(N)cc(=O)[nH]1 (stereo unspecified)	22.8	-0.8	-22.6	0.1	-12.6	0.4	-2.3	-0.3	-1.9
COc1ccc(C(=O)n2nc(-c3ccco3)nc2N)cc1	13.5	-6.0	5.7	1.5	-9.9	-0.3	0.0	0.5	1.8
CNC(=O)c1c(NC(=O)c2ccc(S(=O)(=O)N3CCCCC3C)cc2)sc2c1CCN(C)C2 (stereo unspecified)	27.6	-4.1	22.1	-32.4	-6.6	2.1	22.1*	0.7	2.6

By substructure: the entries above with an aryl thioether with sulfur outside any ring.
SMILES	PHOSPHO1 inh	GalR3 antag	FID counter	HCV NS3 hel inh	GPR7 antag	OXTR agonist	VIM-2 inhibitor	V1aR counter	IMP-1 inhibitor
COc1cc(CNCCSc2nnnn2C)cc(Br)c1OCc1ccc(F)cc1	-29.2	-7.8	17.1	-18.1	8.4	6.1	-4.0	0.5	-1.4
O=C(NCc1nnc(SCC(=O)N2CCN(c3ccccc3)CC2)o1)c1ccco1	2.5	3.6	-9.5	3.6	-1.2	0.1	-0.6	1.4	-0.8
COC(=O)c1ccccc1NC(=O)CSc1nnnn1C	-3.5	-3.8	-0.2	0.5	-6.7	-1.0	-2.7	0.0	-2.9
Cc1ccc(SCC(=O)NCc2ccco2)cc1	-8.3	-0.2	-5.5	-2.3	5.0	-1.1	-2.0	-0.7	-1.5
COc1ccc(C(=O)NCc2nnc(SCC(=O)Nc3cccc(F)c3)o2)cc1	9.4	6.8	-5.2	-2.3	1.1	-0.5	-1.2	0.1	-1.0
CC1CCCCN1C(=O)CSc1nc(N)cc(=O)[nH]1 (stereo unspecified)	22.8	-0.8	-22.6	0.1	-12.6	0.4	-2.3	-0.3	-1.9
